# Screens as filed in PubChem.
# TLR4 MyD88 comp: TLR4-MyD88 interaction inhibition in cells; HeLa CL3-4 TLR4/MyD88 BLA complementation, FRET ratio; AID 861; inhibition, % at 8.4 µM; O00206+Q99836; 0.18% of 200,000 active; in the data active = inhibition above about 25%;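 note: 0% = vehicle and 100% = reference inhibitor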
# Diaphorase inh: inhibits diaphorase or chemically oxidizes, flagging diaphorase assay artifacts; diaphorase resazurin-to-resorufin fluorescence, NADH, 16 min; bacterial (C. kluyveri) enzyme, not human; inhibition, % at 20 µM; AID 1217; 0.69% of 190,000 active;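 active = primary screen inhibition at 20 µM above a set limit, cut at about 50% in these data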;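 note: plate controls were DMSO with full reaction for no effect and wells lacking NADH for full effect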
#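 Test system: bacterial diaphorase enzyme (C. kluyveri); Quantity: 0.14 U/mL diaphorase, enzyme working solution; Times: reaction incubation of 16 min at room temperature; Measured by: fluorescence of resorufin formed from resazurin, Ex 544/Em 590 nm; Benchmarks: positive control minus NADH, DMSO neutral control.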
# S1P3 antagonist: blocks the human S1P3 receptor; Q99500; CHO S1P3 NFAT-BLA reporter, FRET fluorescence, antagonist mode; inhibition, % at 4.98 µM; 0.27% of 170,000 active;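 active = inhibition above the plate cutoff, the mean inhibition of test wells on that plate plus 3 SD, cut at about 28% in these data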;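 note: cells challenged with S1P at its EC80 of 0.8 µM; blue over green emission ratio from cleaved BLA substrate after 4 h stimulation; 0% = S1P-stimulated wells and 100% = unstimulated DMSO-only wells; some compounds past the cut are filed as inactive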
# PMI act hi M6P: PMI (human) activation, high substrate; 0.34% of 190,000 active; coupled PMI enzyme assay, resazurin fluorescence, 20 min; hits give high values; 1 = untreated enzyme, 0 = substrate-free blank; AID 1216; activation factor at 20 µM;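 active = activation factor of 2 or more at 20 µM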
#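 Test system – human PMI in coupled enzyme assay · Timing – 20 min incubation at room temperature · Detection – Diaphorase-driven resazurin-to-resorufin fluorescence, excitation 544, emission 590 nm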
# G6PDH CS: inhibits Leuconostoc G6PDH, flagging false hits in G6PDH-based assays | Purified L. mesenteroides G6PDH, diaphorase/resazurin coupled fluorescence, 45 min | inhibition, % at 5 µM | 0.12% of 200,000 active | AID 1020
# Hsp70 activator: Hsp70 transcriptional activation, primary screen; HeLa Hsp70 promoter luciferase reporter, luminescence; scaled: vehicle 0, proteasome-inhibitor control 100%; activation, % at 10 µM; AID 1203; 0.04% of 200,000 active;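 active = activation above the mean across all tested compounds plus 3 SD, cutoff set per campaign, cut at about 5.5% in these data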;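 note: 100% = MG132 at 30 µM as the positive control and 0% = DMSO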
# Diaphorase act: diaphorase activation or chemical reduction counter-screen; Diaphorase/resazurin coupled assay, resorufin fluorescence, 16 min; hits give high values; 1 = vehicle wells, 0 = NADH-free wells; activation factor at 20 µM; 0.005% of 190,000 active; AID 1229;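 active = diaphorase activity raised at least twofold by the compound at 20 µM; inactive = activation factor below 2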
#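 Material: purified diaphorase enzyme from Clostridium kluyveri / Medium: HEPES pH 7.4 buffer with MgCl2 and Tween 20 / Schedule: enzyme reaction of 16 min at room temperature / Measured by: resorufin fluorescence, excitation 544 nm, emission 590 nm / Evaluation: rise in resorufin formation, marking diaphorase activation or chemical reduction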
# RAM network inh: yeast RAM network inhibition. AID 868. S. cerevisiae dse1pr::URA3 reporter, 5-FOA growth OD615, 2 d; analog-sensitive cbk1-as2 kinase mutant strain. inhibition, % at 50 µM. 1.8% of 190,000 active;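 active = inhibition above a set limit, 3 SD over mean compound inhibition, cut at about 8.4% in these data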;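 note: 0% = DMSO-only wells with no growth and 100% = 10 µM 1-NA-PP1 full growth; inhibition rescues growth on 5-FOA so higher OD means more RAM inhibition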
# L major viab: reduces viability of Leishmania major promastigotes; resazurin fluorescence viability; inhibition, % at 10 µM; 9% of 200,000 active;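 note: promastigotes grown with compound for 44 hours at 28 °C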
# PMI act: phosphomannose isomerase (human) activation | purified human PMI, coupled resazurin fluorescence, 20 min; hits give high values; 1 = vehicle control, 0 substrate-free wells | activation factor at 20 µM | 0.005% of 190,000 active | P34949 | AID 1214;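 active = activation factor of 2 or more at 20 µM, relative to plate controls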
# DTT redox prof: compounds producing H2O2 with reducing agent – biochemical, NIH compound library profiling, artefact control for MLSCN library redox annotation, primary screen; DTT-dependent redox cycling H2O2, phenol red/HRP absorbance; 100% = 100 µM peroxide control, 0% = buffer; activation, % at 10 µM; 0.03% of 200,000 active;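 active = activation of at least 50% relative to the plate's high and low controls in the primary single-dose screen; inactive = activation below 50%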;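 note: compound incubated with DTT at 0.8 mM final as the reducing agent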
# * hit, by the source's call; . = not tested or not shown. Cut-off read from the data, not from the text of the source, unless noted: active = inhibition above about 50%; inactive = the rest. Compounds were not picked by outcome. About 12% of those tested had a hit in this group.
SMILES,TLR4 MyD88 comp,Diaphorase inh,S1P3 antagonist,PMI act hi M6P,G6PDH CS,Hsp70 activator,Diaphorase act,RAM network inh,L major viab,PMI act,DTT redox prof
Cc1onc(-c2c(F)cccc2Cl)c1C(=O)N1CCOC12CCCCC2,4,0,-2,1,4,0.1,1,4.2,-8,1,-1.8
CCOC(=O)c1oc2cc(O)ccc2c(=O)c1-c1csc(C)n1,4,9,20,1,5,0.0,0.9,0.3,-7,1,1.9
O=[N+]([O-])c1cc(C(F)(F)F)cc([N+](=O)[O-])c1NCCCN1CCOCC1,4,25,-16,0.9,10,-0.1,0.7,1.1,28,0.9,-1.1
COc1ccc2c(c1OC)C(=O)N1N=C(c3ccc(F)cc3)CC21 (stereo unspecified),-7,-6,18,1.1,3,-0.1,1.1,4.3,6,1.1,0.9
O=C(CSc1nc2ccccc2c(=O)n1Cc1ccco1)N1CCN(c2ccccc2)CC1,-6,22,.,1,8,-0.3,0.8,3.3,4,0.9,0.1
CN(C)/C=N/c1ncn(-c2ncc(C(F)(F)F)cc2Cl)n1,3,-1,-3,0.9,4,-0.2,1,1.3,-6,1,-1.7
O=C(Cc1ccccc1)Nc1nnc(-c2ccco2)s1,5,3,-1,1,4,0.3,1,2.8,-9,0.8,-0.2
COc1ccc(NC(=S)NCC2CCN(c3ccc(OC)cc3)C2)cc1 (stereo unspecified),-1,24,1,0.4,-4,0.2,0.8,1.4,75*,0.5,1.6
COc1ccc(S(=O)(=O)N2CCOCC2)cc1NC(=O)c1ccccc1-c1ccc(C(F)(F)F)cc1,16,0,-10,1,7,-0.1,1,6.9,12,1,0.1
O=C(CNC(=S)N(Cc1ccccc1)Cc1ccccc1F)NCCc1ccccc1,3,2,0,1,8,-0.1,1,11*,27,0.9,-0.7
CCOC(=O)c1c(C)[nH]c(-c2csc(C)n2)c1C,1,15,7,0.9,-6,0.4,0.8,-0.1,-7,0.9,-0.3
CCc1ccc2c(c1)C(c1ccc(N3CCOCC3)cc1)=NNC(c1ccncc1)=N2,4,5,-18,1,8,-0.3,0.9,0.1,57*,0.8,-1.8

# Brought forward from above: 6 entries, followed by the next part.
SMILES,TLR4 MyD88 comp,Diaphorase inh,S1P3 antagonist,PMI act hi M6P,G6PDH CS,Hsp70 activator,Diaphorase act,RAM network inh,L major viab,PMI act,DTT redox prof
O=C(Cc1ccccc1)Nc1nnc(-c2ccco2)s1,5,3,-1,1,4,0.3,1,2.8,-9,0.8,-0.2
COc1ccc(NC(=S)NCC2CCN(c3ccc(OC)cc3)C2)cc1 (stereo unspecified),-1,24,1,0.4,-4,0.2,0.8,1.4,75*,0.5,1.6
COc1ccc(S(=O)(=O)N2CCOCC2)cc1NC(=O)c1ccccc1-c1ccc(C(F)(F)F)cc1,16,0,-10,1,7,-0.1,1,6.9,12,1,0.1
O=C(CNC(=S)N(Cc1ccccc1)Cc1ccccc1F)NCCc1ccccc1,3,2,0,1,8,-0.1,1,11*,27,0.9,-0.7
CCOC(=O)c1c(C)[nH]c(-c2csc(C)n2)c1C,1,15,7,0.9,-6,0.4,0.8,-0.1,-7,0.9,-0.3
CCc1ccc2c(c1)C(c1ccc(N3CCOCC3)cc1)=NNC(c1ccncc1)=N2,4,5,-18,1,8,-0.3,0.9,0.1,57*,0.8,-1.8
CCOC(=O)c1cnc2c(OC)cccc2c1N1CCN(c2ccccc2OC)CC1,9,12,11,0.9,1,-0.4,0.9,1.8,63*,0.9,-0.3
CCOC(=O)N1CCC(NC(=O)c2cc(S(=O)(=O)NCCc3ccccc3)ccc2F)CC1,-15,4,8,1.1,-3,-0.5,1,0.4,-1,1.1,-0.1
COc1cc(NC(=O)Cn2nc(C(F)(F)F)c(Br)c2C)cc([N+](=O)[O-])c1,-3,18,-6,1,-7,-0.1,0.8,1.1,98*,0.9,-0.7
Cc1cc(Cl)c(S(=O)(=O)Nc2cccc(O)c2)cc1OCC(N)=O,-8,10,-4,1,14,0.8,0.9,1.9,53*,1,0.0
CCn1c(=O)c(C(=O)NCCCO)c(O)c2ccccc21,-4,12,-3,1,7,-0.2,0.9,1.7,0,1.1,-0.2
Cc1[nH]c2ccccc2c1C1C(c2ccccc2)=NN=C(C(C)C)N1O (stereo unspecified),-2,-2,.,1.7,3,-0.5,1,1.1,6,1.5,2.2
CC1(C)Cc2c(C#N)c(SCc3ccccc3)nc(N3CCOCC3)c2CO1,-4,23,22,0.9,7,-0.1,0.8,7.8,11,0.9,-2.3
CC(=O)c1cccc(NC(=O)N2C3CCC2CC(O)(c2cccnc2)C3)c1 (stereo unspecified),0,14,-14,0.8,-2,0.1,0.9,0.2,10,0.8,13
CCOC(=O)c1c(N)sc(C(=O)OCCOC)c1C,-6,17,-16,0.8,8,-0.1,0.8,1.6,5,0.5,-2.9
COc1ccc2c(CCNC(=O)CN3C(=O)c4ccccc4C3=O)c[nH]c2c1,-21,10,-9,1,8,-0.3,0.9,4.9,45,0.9,-0.2
CCn1ccc(C(=O)NC2=C(C#N)CCC2)n1,4,-1,.,1,-2,-0.3,1,1.9,-1,1,2.1
O=C(OCc1cc(=O)n2c(n1)sc1ccccc12)c1cccc(O)c1,2,26,1,0.8,2,-0.2,0.7,3.5,0,0.8,-0.4
CC(C)(C)c1cc(NS(=O)(=O)c2ccc3c(c2)OCCO3)on1,-5,8,-18,1.2,11,-0.1,0.9,-0.1,-8,1.1,2.6
CCC(NC(=O)c1ccccc1NC(=O)c1ccccc1)C(=O)O (stereo unspecified),3,-18,16,1.2,13,0.0,1.2,-0.4,65*,1.1,2.3
COc1ccc(NS(=O)(=O)c2ccc(C)c(NC(=O)NC3CCCCC3)c2)cc1,3,12,-15,0.9,-4,-0.5,0.9,4.9,99*,0.8,0.5
CC1=CC(C)(C)N2C(=O)C3(NCCc4c3[nH]c3ccccc43)c3cccc1c32 (stereo unspecified),-6,13,14,1,8,-0.1,0.9,-0.6,12,0.9,-0.7
COc1ccccc1NC(=O)Cn1c(=O)oc2ccccc21,0,2,-23,0.9,-10,-0.1,1,2.1,2,1,-1.0
CCCSc1cc(N)cc([N+](=O)[O-])c1,2,12,10,0.9,6,0.0,0.9,-0.2,-3,0.9,-0.1
Cc1ccc(-c2csc(NC(=O)C3=COCCO3)n2)cc1,-1,7,-10,1,5,-0.1,0.9,4.1,-5,1,0.1
COc1cc(NC(=O)CN2C(=O)NC(c3ccccc3)(c3ccccc3)C2=O)c(C)cc1[N+](=O)[O-],-3,29,1,0.9,-18,-0.3,0.7,5.6,5,0.8,-0.5
CC(=NCCc1ccccc1)C1=C(O)CCC1=O,2,2,.,1.1,13,-0.1,1,-0.2,-3,1.1,2.9
CCOC(=O)c1c(NC(=O)C2CCCO2)sc(C(N)=O)c1C (stereo unspecified),-6,8,-18,0.9,-4,-0.1,0.9,0.1,6,1,0.0
CC(C)(C)NC(=O)C1Cc2ccccc2CN1 (stereo unspecified),3,7,-23,1.1,5,-0.3,0.9,0.8,-5,1.1,-1.2
c1ccc(-c2nnc3sc(Cc4cccs4)nn23)cc1,-8,-2,.,1.4,4,-0.1,1,5.1,-7,1.3,-0.7
Cc1c(C(=O)NCc2ccccn2)oc2ccc(S(=O)(=O)N3CCOCC3)cc12,-4,18,.,0.9,7,-0.2,0.8,-1.0,-7,0.9,-1.4
O=[N+]([O-])c1cc(S(=O)(=O)Nc2ccccc2)ccc1-n1nnc2ccccc21,-12,20,.,0.8,10,-0.4,0.8,0.7,66*,0.8,1.5
Fc1ccc(C(CCCn2nnc(-c3cccnc3)n2)c2ccc(F)cc2)cc1,-7,11,.,0.8,8,-0.3,0.9,10.0*,16,0.9,-2.7
O=C(CNC(=O)c1ccc(Br)cc1)OCc1cc([N+](=O)[O-])cc2c1OCOC2,14,11,-10,1.1,-1,-0.1,0.9,5.2,-5,1.1,-1.8
CN(c1ccc(C(=O)NCCSCc2ccc(Cl)cc2)cc1)S(=O)(=O)c1ccccc1,-11,2,-1,1,16,-0.3,1,20*,36,0.8,0.8
COc1ccc(CNC(=O)C(C)N(Cc2ccco2)C(=O)c2snc(C(N)=O)c2N)cc1 (stereo unspecified),8,20,5,0.9,14,-0.2,0.8,0.0,-9,1,-0.5
O=C(CSc1nccc(=O)[nH]1)Nc1cccc(S(=O)(=O)N2CCOCC2)c1,-10,10,-13,1.3,2,0.4,0.9,1.7,-3,1.1,0.1
CCN1CCN(C(c2cccs2)C(C)NS(=O)(=O)c2ccc(C)cc2)CC1 (stereo unspecified),-5,1,0,1,9,-0.1,1,0.8,-8,1,0.9
Cc1oncc1C(=O)NC1CCCCC1,-11,8,-16,1,9,0.1,0.9,-0.6,-5,1,-0.9
CCCn1ncc(CN2CCC(CO)(Cc3ccc(OC)cc3)CC2)c1C,-9,2,11,1.1,6,-0.2,1,1.5,8,1,-1.3
O=C(CC1SC(=O)N(Cc2cccc3ccccc23)C1=O)Nc1nccs1 (stereo unspecified),-9,20,.,1,1,0.0,0.8,3.9,8,0.9,-0.7
Cc1ccc(S(=O)(=O)Nc2ccc(Br)cc2C(NCC(=O)O)c2ccccc2)cc1 (stereo unspecified),1,15,-14,0.9,-2,-0.3,0.9,0.5,14,0.9,-0.1
O=C(Nc1ccccc1)C1C2CCC3C(CCC21)C3(Cl)Cl (stereo unspecified),-12,5,.,0.9,5,-0.6,1,5.1,-4,1.1,1.8
Fc1ccccc1COc1ccc(Br)cc1CNCC1CCCO1 (stereo unspecified),14,-10,13,1.1,4,0.0,1.1,1.9,-13,1.1,-0.5
COc1ccc(NC(=O)CSc2nnc(NC(C)=O)s2)c([N+](=O)[O-])c1,-8,14,-3,0.7,18,-0.2,0.9,2.2,-5,0.9,-0.7
Cc1cc(C)nc(-n2nc(C)cc2NC(=O)CNC(C)c2ccccc2)n1 (stereo unspecified),5,13,.,0.9,4,0.0,0.9,2.6,0,0.9,-2.2
